West Nile antiviral – West Nile virus antiviral activity, cell-based, CPE readout (AID 1621); West Nile virus-infected cells, CPE inhibition; higher % means a stronger effect; one-dose CPE inhibition, % at 10 µM; IC50 in µM for titrated hits; 0.02% of 290,000 active; in the data active = a potency from the dose series; inconclusive = CPE inhibition mostly from about 3.7% at the one dose, without a potency; inactive = the rest, 99 in 100 with CPE inhibition below about 2.2%; also: strong numbers were not always called active
RSV antiviral HEp-2 – inhibition of RSV-induced cytopathic effect – HEp-2 cells, primary 10 µM value included (AID 2391); HEp-2 cells, RSV-induced CPE inhibition; higher % means a stronger effect; CPE inhibition, % at 10 µM, or IC50 in µM where a hit was titrated; 0.13% of 310,000 active; in the data active = a potency from the dose series; inconclusive = CPE inhibition mostly from about 23% at the one dose, without a potency; inactive = the rest, 99 in 100 with CPE inhibition below about 21%; also: strong numbers were not always called active
Salmonella PhoP GFP – inhibitors of PhoP regulon expression, primary screen, Salmonella Typhimurium, GFP reporter (AID 1863); S. Typhimurium PhoP-regulated promoter GFP reporter, 4 h; higher % means a stronger effect; inhibition, % at 50 µM; hits with a dose series show IC50 in µM; 0.16% of 300,000 active;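 active = inhibition over 29.93%, a cutoff 3 SD above the screen mean, later confirmed by dose response; inconclusive = inhibition over 29.93% but no dose response follow-up; inactive = inhibition at most 29.93% or unconfirmed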;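 also: 0% = low Mg2+ inducing control and 100% = high Mg2+ repressing control; strong numbers were not always called active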
GPR35 antagonists – GPR35 antagonists blocking zaprinast-driven arrestin recruitment, primary screen, imaging, U2OS, beta-arrestin-GFP, zaprinast agonist (AID 2058) | U2OS GPR35 beta-arrestin-GFP translocation imaging, zaprinast antagonism; higher % means a stronger effect | 0.052% of 290,000 active | inhibition, % at 10 µM, or IC50 in µM where a hit was titrated;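 active = inhibition of at least 50% with at least 30 cells and total cytoplasm GFP at most 10,000,000; inconclusive = under 30 cells or total GFP of 10,000,000 plus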
Rac1 GTP hydrolysis – MgcRacGAP GTPase-activating activity inhibitors, confirmation, biochemical, ADP Hunter fluorescence | one-dose inhibition, % at 30 µM; IC50 in µM for titrated hits | 0.6% of 340,000 active | MgcRacGAP-stimulated Rac1 GTP hydrolysis, ADP Hunter fluorescence; higher % means a stronger effect; GST-tagged Rac1 F28L mutant substrate | AID 624330;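 active = first-screen hits whose inhibition reached a set limit at any dose in the follow-up dose series; inconclusive = inhibition above the set first-screen limit but never retested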;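 also: fluorescence reports GDP produced by GAP-driven GTP hydrolysis; strong numbers were not always called active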
ER stress rescue – rescue of cells from ER stress-induced death, primary screen, 384-well, CSM14.1, thapsigargin, ATP luminescence (AID 1222); CSM14.1 thapsigargin-induced death rescue, ATP luminescence; higher % means a stronger effect; cellular ATP content (survival), % at 20 µM; hits with a dose series show EC50 in µM; 190,000 tested, under 10 active;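 active = EC50 below 50 µM in the dose-response confirmation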;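 also: death triggered by thapsigargin at about 15 µM added after 2 h compound pretreatment; cell ATP read after overnight thapsigargin exposure of roughly 18 to 22 hours; normalized against plate controls of thapsigargin alone and 5% DMSO vehicle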
NS5 inhibitors – flavivirus cap methylation enzyme inhibition – biochemical, confirmation dose response, primary screen (AID 588689) | Dengue-2 NS5 methyltransferase capping enzyme assay, biochemical; higher % means a stronger effect | one-dose inhibition, % at 25 µM; IC50 in µM for titrated hits | 0.3% of 340,000 active; in the data active = a potency from the dose series; inconclusive = inhibition above about 29% without an active follow-up result
LYP inhibition – inhibitors of LYP phosphatase, biochemical, fluorescence intensity, uHTS (AID 1779). recombinant LYP phosphatase, fluorescence intensity; higher % means a stronger effect. one-dose inhibition, % at 11.5 µM; IC50 in µM for titrated hits. 0.054% of 290,000 active; in the data active = inhibition above about 50%;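 also: plate controls were vehicle with enzyme for no effect and no enzyme for full effect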
Large T inhibition – TAg ATPase/helicase activity blockers – biochemical (AID 1903); SV40 large T antigen ATPase/helicase inhibition assay; higher % means a stronger effect; one-dose inhibition, % at 20 µM; IC50 in µM for titrated hits; 0.39% of 310,000 active; in the data active = a potency from the dose series; inconclusive = inhibition mostly from about 32% at the one dose, without a potency; inactive = the rest, 99 in 100 with inhibition below about 32%; also: strong numbers were not always called active
NS5 inhibitors pilot replicate – recorded beside NS5 inhibitors, whose call it bears; inhibition, %; measured here: pilot screen replicate inhibition
Starred values were filed as active, the others as inactive; ? = inconclusive; . = not tested or not shown. Hits appear at their usual frequency (roughly 1.5% active in at least one column).

SMILES	West Nile antiviral	RSV antiviral HEp-2	Salmonella PhoP GFP	GPR35 antagonists	Rac1 GTP hydrolysis	ER stress rescue	NS5 inhibitors	LYP inhibition	Large T inhibition	others
Cc1cc(C(c2ccc(O)cc2)c2cc(C)c(O)cc2C)c(C)cc1O	-0.6%	46%	6%	-12%	4%	.	-1%	-11%	5%
CC(C)(C)OC(=O)N1CCC[C@H]1C(=O)Nc1ccc(Br)cc1	-0.5%	4.8%	-5%	0%	5%	.	-3%	-1%	7%
COc1ccc(-n2nc(C(=O)NCC(=O)NCc3ccc(F)cc3)c3ccccc3c2=O)c(OC)c1	-0.4%	.	-5%	-3%	7%	3.2%	-6%	0%	8%
CN(C)c1nc(N)c([N+](=O)[O-])c(NCC2CCCO2)n1 (centres undefined)	0.1%	.	-11%	5%	.	.	.	-6%	4%
Cc1cc(C(F)(F)F)nn1CC(=O)NCc1ccco1	-0.6%	0.0%	5%	-9%	3%	0.3%	-4%	-4%	2%
COc1ccc2c(c1)c(C(=O)CN1CCC(C(N)=O)CC1)c(C)n2C	1.1%	1.3%	-1%	2%	8%	-0.7%	-1%	-7%	-1%
COC(=O)c1ccccc1NC(=O)NCc1ccco1	0.4%	-0.2%	11%	28%	5%	.	-4%	3%	4%
O=C(CSc1nnnn1-c1ccc(Cl)cc1)Nc1cccnc1Cl	0.0%	9.8%	-6%	-3%	8%	0.0%	-3%	-7%	11%
CCSc1nnc(-c2ccc(Cl)cc2Cl)o1	0.1%	4.5%	-2%	-2%	2%	-1.0%	-9%	-5%	7%
COc1ccc(/C=N/NC(=O)CN2CCCCCCC2)c(C)c1C	0.2%	1.4%	-2%	1%	139µM*	.	2%	-3%	8%
Nc1ccc(Cc2ccc(N)c(O)c2)cc1O	-0.4%	.	5%	-6%	-8%	-1.0%	-26%	17%	14%
COc1ccc(NC(=O)C2OC3OC(C)(C)OC3C3OC(C)(C)OC23)cc1 (centres undefined)	-0.4%	0.8%	-1%	-18%	-2%	-1.1%	-8%	-1%	6%
Cc1ccc(S(=O)(=O)N2CCCC(C(=O)NC3CC3)C2)cc1 (centres undefined)	-0.6%	1.0%	-3%	4%	9%	.	-3%	-2%	9%
Cc1ccc(/C=N/n2nnnc2N)cc1	.	6.1%	.	.	8%	.	5%	.	4%
COc1ccc(CC(=O)Nc2ccc(-c3cn4cccc(C)c4n3)cc2)cc1OC	-0.2%	-0.1%	8%	8%	8%	2.0%	-3%	2%	6%
COc1ccc(NC(=O)c2csc(C)c2)cc1OC	0.2%	2.0%	2%	-2%	5%	.	-3%	-8%	10%
COc1ccc(/C(O)=C2/C(=O)C(=O)N(Cc3cccnc3)C2c2ccccn2)cc1 (centres undefined)	0.9%	0.3%	4%	11%	1%	0.7%	-10%	-4%	-1%
CCOCCn1c(SC)nc2c1c(=O)[nH]c(=O)n2C	-0.8%	-0.7%	-8%	-4%	2%	.	-7%	-1%	0%
O=C(O)CC(Cc1ccc(Cl)cc1)C(=O)Nc1ccc([N+](=O)[O-])cc1 (centres undefined)	0.6%	7.0%	-7%	-4%	9%	0.8%	-4%	-4%	8%
COc1cc(C(=O)Nc2ccc(C(=O)O)cc2)ccc1OC(C)=O	1.4%	-0.4%	-2%	-2%	8%	-1.3%	-3%	-6%	17%
COC(=O)Nc1ccc(S(=O)(=O)N2CCC(Cc3ccccc3)CC2)cc1	-0.3%	7.5%	4%	-14%	5%	4.2%	6%	-1%	-3%
CN(C)c1ccc(P(=O)(OC2CCCCC2)C(O)c2cccnc2)cc1 (centres undefined)	0.3%	0.2%	0%	-2%	8%	-0.8%	-6%	-8%	-1%
CCOCCCn1c(=S)[nH]c2cc3c(cc2c1=O)OCO3	.	0.2%	-6%	6%	8%	-2.9%	-2%	-7%	6%
COc1ccccc1CCC(=O)OC(C)C(=O)Nc1c(C)n(C)n(-c2ccccc2)c1=O (centres undefined)	.	-0.3%	-3%	.	12%	.	-7%	.	9%
CCS(=O)(=O)CCSC(=N)N	-0.3%	-0.5%	18%	-8%	1%	0.3%	-4%	-9%	-9%
Cc1ccc(NS(=O)(=O)c2cc(C(=O)NCc3ccncc3)ccc2C)cc1	-1.3%	1.6%	1%	2%	6%	.	-8%	-7%	19%
O=C(NC1C(=O)NNC1c1ccccc1)c1ccc(F)cc1 (centres undefined)	-0.2%	0.0%	7%	16%	9%	-0.5%	6%	-10%	14%
Cn1c(CCNC(=O)c2ccco2)nc2cc(NC(=O)NC3CCCCC3)ccc21	0.5%	1.1%	-3%	12%	4%	-0.1%	0%	-3%	3%
O=S(=O)(Nc1nccs1)c1cnc(Cl)c(Br)c1	1.1%	0.2%	-3%	-10%	10%	-3.3%	-2%	-1%	6%
Cn1c(SCC2CCCCC2)nnc1-c1ccncc1	-0.2%	0.4%	8%	-4%	8%	-1.4%	-5%	3%	7%
O=C(NCc1ccc(F)cc1)C1CCCN(S(=O)(=O)c2cccc3nsnc23)C1 (centres undefined)	-0.7%	0.2%	9%	-2%	5%	0.0%	3%	-5%	17%
NC(=O)CN1CCN(C(=O)NC2CCCCC2)CC1	0.2%	1.0%	7%	-2%	1%	-0.8%	-4%	-6%	7%
CCOc1ccc(C(=O)CSc2nnc3ccccn23)cc1	-0.1%	0.2%	-2%	8%	14%	1.1%	9%	-8%	2%
Cc1ccc(-n2nnnc2-c2ccccc2)cc1	-0.4%	0.7%	4%	-3%	8%	0.3%	-5%	-9%	1%
C=CCn1c(=O)/c(=C2/Sc3ccccc3N2CC)s/c1=C1/C(=O)NN=C1C	-0.6%	-0.4%	2%	-2%	.	0.1%	.	3%	12%
CC1CCCCN1Cc1c(O)ccc2c(=O)c(-c3nc4ccccc4s3)coc12 (centres undefined)	-0.1%	2.1%	-12%	1%	-4%	.	-13%	0%	19%
CN1C(=O)/C(=C/c2cn(CC(=O)NCc3ccco3)c3ccccc23)NC1=S	-0.7%	-0.1%	2%	-9%	.	0.3%	.	-6%	5%
COC(=O)CSc1ccc(C#N)c(SCC(=O)OC)c1	0.0%	0.7%	5%	-8%	7%	-2.0%	-1%	-9%	1%
O=C(c1ccc(-c2cccc(Cl)c2Cl)o1)N1CCOCC1	-0.3%	5.6%	-11%	-10%	-1%	2.6%	3%	-2%	-6%
COc1ccc(CC(=O)Nc2ccc(N3CCOCC3)cc2)cc1OC	0.0%	.	-4%	4%	-1%	.	-1%	-8%	8%
CCC(CC)COC(=O)C1=C(C)NC(=O)NC1c1ccc(OC)cc1 (centres undefined)	-1.1%	9.1%	0%	4%	9%	.	-5%	-5%	4%	NS5 inhibitors pilot replicate=-3.6
CCc1ccccc1NC(=O)CSc1nnc([C@@H](NC(=O)OC(C)(C)C)C(C)CC)o1 (some centres undefined)	-0.6%	0.3%	10%	22%	12%	0.9%	-6%	-6%	-4%
CC(=O)NC(c1ccc(C(C)C)cc1)c1ccc2cccnc2c1O (centres undefined)	?	1.9%	13%	38%	3%	.	-1%	4%	7%	NS5 inhibitors pilot replicate=-3.0
Cc1ccc(OCC(=O)Nc2ccc(S(=O)(=O)N3CCOCC3)cc2)c(C)c1	0.3%	.	.	0%	-1%	.	-5%	-9%	.
O=C(CSc1nncn1-c1ccccc1)NC1CCCC1	-0.3%	1.2%	-3%	-8%	6%	.	-5%	-7%	8%
NC(=O)COC(=O)CCCSc1nc2ccccc2s1	-0.5%	1.8%	-5%	-14%	3%	0.3%	-10%	1%	3%
CCCN1CCN(C(=S)Nc2ccc(S(N)(=O)=O)cc2)CC1	-0.1%	1.0%	-6%	-4%	6%	-0.7%	-3%	-2%	3%
CCc1ccc(OCC(O)CN2CCN(CCO)CC2)cc1 (centres undefined)	0.3%	-1.1%	-7%	4%	5%	.	-2%	-14%	12%
COc1ccccc1NC(=O)C1CCN(S(C)(=O)=O)CC1	0.4%	0.6%	3%	2%	6%	.	-5%	-7%	1%
COc1cc(S(=O)(=O)Nc2cc(C)cc(C)c2)ccc1F	-0.5%	0.5%	7%	-4%	3%	-1.7%	-1%	2%	3%
COc1cc(C)cc(CN2CCC(Cc3ccccc3)CC2)c1O	-1.8%	0.0%	7%	-15%	11%	.	1%	-10%	9%
COC(=O)C(Cc1ccccc1)NC(=O)CNC(=O)c1sc2ccccc2c1Cl (centres undefined)	-1.0%	0.8%	-2%	0%	-6%	.	-2%	-7%	9%
CNC(=O)c1cc(C(=O)c2ccc(C(F)(F)F)cc2)c[nH]1	-0.3%	0.7%	-5%	-4%	1%	.	8%	-6%	3%
CCN1CN(Cc2ccccc2)CNC1=S	-0.5%	0.5%	-5%	9%	11%	-0.7%	-4%	-9%	-2%
COc1ccc(CCC(=O)Nc2ccc3c(c2)OCCO3)cc1	-0.2%	1.9%	-6%	15%	4%	-3.3%	26%	-6%	8%
O=C(Nc1cccc(NC(=O)c2ccco2)c1)c1cnccn1	1.0%	-0.2%	3%	-5%	3%	-1.4%	-5%	-4%	10%
COc1ccc(CCn2c(-c3ccccc3)nc3c(c(=O)c4ccccc4n3C)c2=O)cc1	-1.1%	2.9%	2%	-4%	.	1.6%	.	2%	7%
CCOc1ccc(CCN2C(=O)c3cccnc3C2=O)cc1OCC	0.0%	1.1%	4%	8%	-15%	-1.3%	-1%	6%	8%
CC(C)(C)c1cc(C(=S)N2CCCC2)cc(C(C)(C)C)c1O	-2.3%	7.8%	-4%	-6%	21%	.	-3%	-7%	7%	NS5 inhibitors pilot replicate=-3.7
Cc1ccc(NC2(C#N)C(=O)Nc3ccccc32)cc1 (centres undefined)	-0.1%	2.5%	-3%	2%	0%	-1.8%	-4%	-4%	4%
COc1ccc(Cn2c(=S)[nH]c3cc(OC)c(OC)cc3c2=O)cc1	-0.4%	-1.8%	1%	28%	10%	0.3%	-5%	-2%	-5%
CC(=O)Nc1cccc(-c2csc(Nc3ccccn3)n2)c1	0.1%	?	11%	1%	36%	-4.3%	-3%	-1%	8%

Molecules listed so far that have bromine:
SMILES	West Nile antiviral	RSV antiviral HEp-2	Salmonella PhoP GFP	GPR35 antagonists	Rac1 GTP hydrolysis	ER stress rescue	NS5 inhibitors	LYP inhibition	Large T inhibition	others
CC(C)(C)OC(=O)N1CCC[C@H]1C(=O)Nc1ccc(Br)cc1	-0.5%	4.8%	-5%	0%	5%	.	-3%	-1%	7%
O=S(=O)(Nc1nccs1)c1cnc(Cl)c(Br)c1	1.1%	0.2%	-3%	-10%	10%	-3.3%	-2%	-1%	6%

Screens (PubChem)
